Screening results: PubChem, several laboratories
Platelet DG rel: platelet dense granule release activity; hit rate 0.22% among 300,000; human platelet-rich plasma, SFLLRN dense granule ATP release, luminescence; AID 1663; inhibition, %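 (compounds screened at 7.5 µM in platelet-rich plasma)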;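 active = mean replicate score, as percent of positive control, at or above 50; inconclusive = mean below 50 but at least one replicate at or above 50; inactive = mean and every replicate below 50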
aSyn 5UTR inh: 5' untranslated region of α-synuclein, MLPCN primary screen | AID 1813 | alpha-synuclein 5'UTR reporter, inhibitor activity | inhibition, % (tested at 7.5 µM) | hit rate 0.82% among 300,000; in the data active = inhibition above about 60%; inconclusive = no clear call, values can overlap the other calls;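 also: H4 neuroglioblastoma cells stably carrying SNCA 5'UTR luciferase fusion; 0% = DMSO wells and 100% = positive control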
HIF activator: HIF pathway transcriptional activation | U2OS HRE-luciferase reporter, luminescence; normalized: DMSO 0%, desferrioxamine 100% | hit rate 0.32% among 300,000 | activation, % at 7.5 µM (by protocol);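 active = mean activation of at least 10% of the iron chelator positive control signal, with at least half of replicates also reaching 10%; inconclusive = mean and replicate majority disagree about reaching 10%; inactive = mean and most replicates under 10%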
HSF1 inh: HSF1 inhibition. NIH3T3-HGL HSE-luciferase, MG132-induced, luminescence 8 h; hits give low values. activity change, negative = inhibition, % at 7.5 µM (by protocol). hit rate 0.77% among 300,000;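 active = more than half of replicate wells show activity change below -50%, luminescence cut by over half; inconclusive = some wells, but at most half, below -50%; inactive = no replicate well below -50%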;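 also: luciferase reports HSF-1 transcriptional activity via heat shock element; 0% = median of DMSO wells and -100% = zero luminescence signal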
IEC-6 tox: IEC-6 cytotoxicity, counter-screen for KLF5 inhibitors; luminescence viability; inhibition, % at 5 µM; hit rate 0.78% among 290,000; in the data active = inhibition above about 22%;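 also: 0% = plate median of test compound wells and 100% = cytotoxic reference compound wells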
HSF-1 act: increases HSF-1 driven luciferase reporter signal; NIH3T3-HGL HSF-1 luciferase reporter, MG132, 8 h; 100% = twice DMSO control signal; activation, % at 9 µM; hit rate 1.7% among 300,000; AID 504408;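 active = mean replicate activation of at least 50% with a set share of replicates each reaching 50%; inconclusive = only one of those two conditions met; inactive = mean below 50% and too few replicates reaching it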;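 also: 0% = median of the neutral control wells and 100% = twice that signal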
KLF5 inhibitor: kruppel-like factor 5 inhibition | DLD-1 KLF5 promoter-luciferase reporter, luminescence | inhibition, % at 5 µM | hit rate 0.23% among 290,000 | AID 1700;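 active = inhibition above a per-plate limit of that plate's mean compound inhibition plus 3 SD, cut at about 60% in these data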;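 also: 0% = DMSO wells and 100% = LY294002 at 200 µM; higher means less KLF5 promoter-driven luciferase light; inactives centre near -14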
AI-2 QS mod: modulates the Vibrio harveyi AI-2 quorum sensing system | activity change, % at 7.5 µM | Vibrio harveyi JMH597 AI-2 luminescence/OD600 ratio, 9 h; hits give low values; strain lacks LuxN and CqsS sensors; 0 = neutral-control median | hit rate 0.4% among 300,000; in the data active = activity change below about -75%, passing the limit was not always enough; inconclusive = no clear call, values can overlap the other calls;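 also: luminescence divided by OD600 gain over 9 h not by final OD600 alone; inactives centre near 13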
SKKanGAS inh: inhibitors of SKKanGAS S. pyogenes growth in kanamycin (SK-promoter or general growth effect) | BacTiter-Glo, 6 h | inhibition, % at 7.5 µM | hit rate 1.3% among 300,000;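 active = mean replicate score, as percent of positive control median, at least 50; inconclusive = mean below 50 but one replicate at or above 50; inactive = mean and every replicate below 50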;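 also: strain carries kanamycin resistance gene driven by streptokinase promoter and grows in 40 µg/ml kanamycin; loss of luminescence reflects streptokinase promoter inhibition or plain growth inhibition; 0% = median of DMSO wells and 100% = positive control at its reference dose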
HSP90 refold inh: HSP90 refolding inhibition in rabbit reticulocyte lysate | AID 1789 | inhibition, % at 5.6 µM | hit rate 0.91% among 290,000 | luciferase refolding luminescence, 3 h;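 active = inhibition above the screen-wide mean plus 3 SD, computed separately per campaign, cut at about 16% in these data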;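 also: 0% = DMSO wells and 100% = 60 µM geldanamycin wells; inhibitors lower the luminescence because luciferase stays unfolded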
Active calls of the source: *; ? = inconclusive; · = not tested or not shown.

SMILES	Platelet DG rel	aSyn 5UTR inh	HIF activator	HSF1 inh	IEC-6 tox	HSF-1 act	KLF5 inhibitor	AI-2 QS mod	SKKanGAS inh	HSP90 refold inh
CC(C)c1ccc(/C=C2\C(=N)N3N=C(CC(=O)N4CCCCC4)SC3=NC2=O)cc1	1	7	-0.2	0	-12	21	-19	27	3	-4
Cc1sc(NC(=O)c2cccs2)c(C(=O)OC(C)C)c1C	-7	0	0.9	8	-1	15	-20	11	5	2
Oc1[nH]c2ccccc2c1N=NC(=S)NCC1CCCO1 (stereo unspecified)	7	-28	0.0	?	6	-61	-12	5	-4	6
NC(c1ccccc1)c1ccncc1 (stereo unspecified)	2	-7	1.0	-8	-5	6	-38	16	-4	0
COc1ccc([N+](=O)[O-])cc1NC(=O)Cc1noc2ccc(C)cc12	2	2	0.0	-14	0	-8	-2	-5	-1	-4
OCCNc1c2ccccc2nc2ccccc12	25	-167	24*	5	2	13	-2	11	11	1
COc1ccc(NC(=O)c2cccnc2)c(OC)c1	10	5	0.2	-3	0	-11	-15	15	4	-3
COC(=O)[C@@H]1CCCN1C(=O)c1cc(COc2cccc3cccnc23)on1	-4	16	-0.1	-6	7	-1	-16	30	2	0
COc1cc(C(=S)N2CCN(c3ccccc3Cl)CC2)cc(O)c1O	-6	37	1.3	9	7	-1	0	-1	12	-4
Cc1cc(C)cc(Oc2ccc(C(F)(F)F)cc2C#N)c1	14	-10	0.0	6	-5	-8	-9	1	7	4
CNc1c([N+](=O)[O-])cnn1-c1ccccc1Cl	1	-44	0.6	4	-1	14	-33	5	-2	-2
CS(=O)(=O)N1CCN(C2C3CC4CC(C3)CC2C4)CC1 (stereo unspecified)	1	0	-2.7	-8	4	-13	-23	41	-15	0
CCC(OC(=O)CN1C(=O)c2ccccc2C1=O)C(=O)NC1CCCC1 (stereo unspecified)	-2	19	-0.3	8	-1	49	-39	22	0	1
C=CCn1c(SCCOc2ccc(OC)cc2)nnc1C(C)NC(=O)c1ccc(OC)cc1 (stereo unspecified)	-8	17	0.4	3	2	19	8	24	0	-1
CCOc1cc(N2CCOCC2)c(OCC)cc1NC(=O)c1ccc(OCc2c(C)noc2C)c(OC)c1	5	3	-0.4	-2	-4	14	-1	7	1	-1
COc1ccc(-c2noc(CN3CCC(Cc4ccccc4)CC3)n2)cc1	-2	-15	-0.1	8	-7	-16	-29	18	4	-2
CC(C)C[C@H](NC(=O)C1CC(=O)N(c2ccc3c(c2)OCO3)C1)C(=O)NC1CCCCC1 (stereo partly specified)	12	14	0.4	-7	-2	-1	-16	25	-2	0
COC(=O)[C@H](CCSC)NC(=O)Nc1ccc(C)cc1C	5	3	0.4	3	-1	4	-8	15	-5	-2
CNC(=O)c1ccc(Nc2nc(-c3ccccc3)nc3ccccc23)cc1	12	-90	3.4	-4	10	-6	-42	16	-7	-4
CCCN1C2CCCC1CC(NC(=O)Nc1cccc(C(C)=O)c1)C2 (stereo unspecified)	-1	7	-0.4	-7	-1	-25	-11	19	-1	-1
CCCn1nnc(NC(=O)c2ccc(-c3cccc(Cl)c3)o2)n1	-3	-80	2.1	18	3	30	-59	28	0	5
Cc1ccc(C(c2cc(Br)ccc2O)N2CCSCC2)cc1 (stereo unspecified)	-1	-1	-0.1	8	·	-3	·	4	46	·
Cc1cc(C)cc(NC(=O)C2CCN(S(=O)(=O)c3c(C)n[nH]c3C)CC2)c1	1	20	0.4	1	4	11	-7	16	2	2
COc1ccc(N2CCOCC2)c(NC(=O)c2cccnc2)c1	-4	9	0.1	1	4	3	-22	6	5	2
CN(C)CCN(C(=O)c1ccc2c(c1)CCCC2)c1nc2cc3c(cc2s1)OCCO3	-1	-75	1.7	6	-3	15	-32	16	11	-3
New compounds follow.
SMILES	Platelet DG rel	aSyn 5UTR inh	HIF activator	HSF1 inh	IEC-6 tox	HSF-1 act	KLF5 inhibitor	AI-2 QS mod	SKKanGAS inh	HSP90 refold inh
COc1ccc(C2=Nc3ccc(Br)cc3C(c3ccccc3)N2CC(=O)NN)cc1 (stereo unspecified)	13	27	-0.8	-5	3	3	14	25	3	5
COc1ccc(C2=COc3ccccc3C(=O)N2)cc1	0	-57	0.5	19	2	30	-28	11	-2	-1
Cc1cc(C)cc(OCc2nnc(SCC(=O)N3CCN(c4ccccc4)CC3)o2)c1	4	23	-0.2	6	3	7	4	12	-5	0
O=S1(=O)N=C(N(CCO)/N=C/c2ccc(Br)cc2)c2ccccc21	-1	28	-1.2	-3	-3	11	-42	10	-10	-1
Cn1ncc([N+](=O)[O-])c1C(=O)Nc1ccc(-c2ccccc2)cc1	0	-40	0.2	5	1	22	-48	11	6	3
Cc1cc(C(=O)NC2CCCC(C)C2C)c2ccccc2n1 (stereo unspecified)	16	-5	-0.4	3	·	-9	·	16	0	·
CCOC(=O)N1CCC(N2Cc3cccc(C(=O)NCc4ccc5c(c4)OCO5)c3C2=O)CC1	-4	12	-0.6	1	6	-5	10	22	-8	2
Cc1cc(-c2ccccc2)nc2c(Br)c(C(=O)O)nn12	1	3	-0.1	-2	·	2	·	4	13	·
CC(C)(Oc1ccc(CCNC(=O)c2ccc(-c3ccccc3)o2)cc1)C(=O)O	-13	3	-0.1	-4	4	4	-19	9	-2	-2
CN(C(=O)COC(=O)c1ccc(Cl)cc1N)C1CCS(=O)(=O)C1 (stereo unspecified)	1	-1	-0.8	-2	-15	3	-31	19	-4	-3
Cc1nc(N2CCC(C)CC2)c2oc3ccccc3c2n1	60*	29	-0.4	1	1	-12	1	2	13	-5
Nc1ccc(N=Nc2ccc(N)cc2)cc1	-2	-8	-0.2	0	7	1	-67	5	-5	-4
O=Cc1cn[nH]c1-c1ccccc1	1	4	-0.3	-7	0	3	-22	26	-17	-1
O=C(O)c1ccc(CN2C(=O)c3ccc(Oc4ccc([N+](=O)[O-])cc4)cc3C2=O)cc1	-4	-4	-2.9	-46	4	-59	-2	27	-7	-1
CC(=O)NC1(C(F)(F)F)N=C2SCCN2C1=O (stereo unspecified)	-7	-20	-0.2	3	6	-1	6	4	1	3
CCC1Oc2ccccc2N(CC(=O)Nc2ccccc2OC)C1=O (stereo unspecified)	0	-11	225*	-5	6	15	-55	10	-13	6
Cc1ccccc1-n1nc2c(c1NC(=O)c1cc3ccccc3oc1=O)CS(=O)C2 (stereo unspecified)	·	15	-1.4	-7	-5	15	-43	-2	4	-1
CC1(C)Cc2c(C#N)c(SCC(=O)c3ccccc3)nc(N3CCOCC3)c2CO1	·	·	·	·	0	·	-9	30	·	0
CC(=O)N1CCc2c(sc(NC(=O)C3COc4ccccc4O3)c2C(N)=O)C1 (stereo unspecified)	-4	-74	0.4	1	2	4	-34	11	2	-3
CCN(CC)CCN(Cc1cc2cc3c(cc2[nH]c1=O)OCO3)C(=S)NCCCOC	-6	-11	-0.2	-4	-5	-4	-53	29	0	-3
O=C(CCCNC(=O)/C(=C/c1ccc(Br)cc1)NC(=O)c1ccccc1)OCc1ccccc1	-1	-9	-0.3	0	-2	14	-19	12	4	7
COC(=O)c1nc2nc(C)cc(C(F)(F)F)n2n1	11	-3	-0.1	0	2	-10	-19	25	-8	1
COCC(=O)N(C)C1(c2nnnn2CCOC(=O)Nc2ccc(Cl)cc2)CCCCC1	3	-6	-0.2	-7	0	-13	-6	9	1	2
Cc1cccc(C)c1NC(=O)Cn1c(=O)c2cccn2c2ccccc21	-2	-6	0.0	-1	-2	8	2	13	9	-1
CCN(C(=O)c1ccc(NC(C)=O)cc1)c1ccccc1C	-3	-8	-0.5	-13	2	-11	-30	7	1	0
(more compounds)
SMILES	Platelet DG rel	aSyn 5UTR inh	HIF activator	HSF1 inh	IEC-6 tox	HSF-1 act	KLF5 inhibitor	AI-2 QS mod	SKKanGAS inh	HSP90 refold inh
COc1cc(C(=O)NCc2nnc(SCC(=O)NCCc3ccccc3)o2)cc(OC)c1OC	1	-1	-0.2	1	10	3	-2	10	-1	-3
C#CCN1C(=O)S/C(=C/c2cc(C)n(CC)c2C)C1=O	-10	-193	2.6	7	2	58*	-120	43	-22	0
Cc1ccccc1-c1nnn(Cc2ccc(F)cc2Cl)n1	12	-86	2.1	23	-5	31	-37	15	39	-4
CN(CCNC(=O)Cn1c(=O)sc2ccccc21)Cc1ccccc1	7	5	0.2	-7	·	-9	·	24	1	·
CSCc1ccc(C(=O)NC(C)c2ccc(-n3ccnc3)cc2)cc1 (stereo unspecified)	-7	-9	0.4	20	-4	24	-51	4	-5	-8
COc1ccc(C)c2sc(N(CCCN(C)C)C(=O)c3ccc(S(=O)(=O)N4CCc5ccccc5C4)cc3)nc12	13	91*	-4.3	?	·	-44	·	5	14	·
Cc1ccc(N2C(=O)C3CC(c4ccccc4)=C4C5C=CC(C6C(=O)N(c7ccc(C)cc7C)C(=O)C56)C4C3C2=O)c(C)c1 (stereo unspecified)	0	12	-0.3	40	3	88*	7	29	5	8
Cc1nc([N+](=O)[O-])cn1CC(=O)Nc1ccc([N+](=O)[O-])cc1	7	11	-0.7	3	-1	0	-17	3	4	1
COc1ccc(OC)c(NC(=O)c2ccc(-n3cccn3)nc2)c1	0	17	0.2	-5	-1	13	22	14	7	-2
Cc1ccc(C(C)C)c(OCC(=O)N/N=C/C2CCCCC2)c1	-23	2	-1.2	-8	-1	-13	13	18	-4	5
Cc1ccc(S(=O)(=O)/N=C(/Nc2c(C)n(C)n(-c3ccccc3)c2=O)c2ccc(Cl)cc2)cc1	9	-4	-0.2	-5	-1	-8	-16	16	0	3
NC(=Nc1ccccc1)Nc1ccccc1	1	-1	-1.2	-10	1	-6	-39	23	-4	2
CC12CC(NC(=O)N1c1cccc(C(=O)N3CCN(c4ccccc4F)CC3)c1)c1ccccc1O2 (stereo unspecified)	-8	21	-0.3	1	-1	-17	-6	26	5	0
C=CCn1ccc(=NC=C(C#N)C#N)c2ccccc21	-16	-9	-0.3	-3	8	11	-20	46	-3	2
CCc1nc(NCCCCCO)c2nnn(Cc3ccccc3F)c2n1	18	19	0.2	1	-8	4	-7	-7	7	2
CCOC(=O)C1(Cc2ccc(Cl)cc2)CCN(Cc2nccn2CC)CC1	1	14	-0.1	15	0	35	-5	26	26	-2
CC(CC(=O)N1CCN(c2ccccc2F)CC1)c1ccccc1 (stereo unspecified)	-2	-13	0.1	-4	4	-4	-15	12	-7	-2
Cc1cc(C(=O)N/N=C2\CC(=O)c3ccccc32)c(C)n1-c1ccccc1	7	-112	2.6	-18	5	-11	-18	-7	24	9
COCCn1c(C)cc(C2=NNC(=Nc3ccccc3F)SC2)c1C	8	91*	-6.7	-89*	9	-90	89*	6	0	77*
CNC(=S)NCc1ccc2[nH]c(C)cc2c1	11	-5	0.6	3	0	13	3	33	8	0
COc1ccc(CNC(=O)c2ccccc2[N+](=O)[O-])cc1	-1	-4	-0.3	1	-7	-3	19	7	2	-1
COc1cccc(NC(=O)CS(=O)(=O)c2cccc3nsnc23)c1	-63	15	-0.4	-4	-1	-18	-35	39	2	0
Cc1cc(/C=N/O)c(C)n1-c1ccc(Br)cc1	4	26	-0.4	-13	-10	-31	-8	16	-2	-1
